High-throughput results: PubChem BioAssay, Sanford-Burnham Center for Chemical Genomics
CXCR6 block: CXCR6 receptor inhibitors, primary screen, cell-based, beta-arrestin, luminescence, CHO-K1 PathHunter, 1536-well; inhibition, % at 20 µM; actives 0.36% (n = 360,000); C-X-C chemokine receptor type 6 (Homo sapiens), O00574; in the data active means inhibition above about 34%, passing the limit was not always enough;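 further: antagonist mode with CXCL16 agonist at 10 nM final; 0% = 10 nM CXCL16 with DMSO and 100% = unstimulated wells without agonist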
Target sequence (O00574 whole entry, looked up): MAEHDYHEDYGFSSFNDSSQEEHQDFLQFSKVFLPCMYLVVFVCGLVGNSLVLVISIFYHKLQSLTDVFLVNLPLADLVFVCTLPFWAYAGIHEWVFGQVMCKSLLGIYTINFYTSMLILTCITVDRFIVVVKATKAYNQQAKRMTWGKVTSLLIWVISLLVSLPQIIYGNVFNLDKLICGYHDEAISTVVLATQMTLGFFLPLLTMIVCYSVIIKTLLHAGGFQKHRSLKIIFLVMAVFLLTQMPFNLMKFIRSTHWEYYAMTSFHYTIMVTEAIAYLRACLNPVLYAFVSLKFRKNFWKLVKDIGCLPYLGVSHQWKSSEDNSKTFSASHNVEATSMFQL
CCR6 antagonist: CCR6 receptor antagonists, primary screen, cell-based, CHO-K1, luminescence, beta-arrestin, uHTS | CHO-K1 CCR6 PathHunter beta-arrestin, CCL20-stimulated | inhibition, % at 20 µM | actives 0.49% (n = 340,000) | C-C chemokine receptor type 6 (Homo sapiens), P51684;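 active means compounds whose inhibition of the agonist-driven luminescence signal at 20 µM reaches about 50%, limit read from the data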;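 further: cells stimulated with CCL20 at 14 nM final; plate controls were DMSO with CCL20 for no effect and DMSO without agonist for full effect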
Target sequence (P51684 whole entry, looked up): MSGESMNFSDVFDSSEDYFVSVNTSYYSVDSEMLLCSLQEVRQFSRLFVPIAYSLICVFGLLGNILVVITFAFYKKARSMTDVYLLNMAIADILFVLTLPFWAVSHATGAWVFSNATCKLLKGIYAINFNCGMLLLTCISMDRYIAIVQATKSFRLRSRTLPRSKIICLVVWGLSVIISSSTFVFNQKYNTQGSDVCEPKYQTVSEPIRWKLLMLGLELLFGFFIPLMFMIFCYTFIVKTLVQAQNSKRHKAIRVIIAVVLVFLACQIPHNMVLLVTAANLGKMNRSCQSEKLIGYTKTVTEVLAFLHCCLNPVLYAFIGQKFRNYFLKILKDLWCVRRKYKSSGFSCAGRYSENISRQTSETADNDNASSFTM
EBI2 antag: EBI2 receptor antagonists, beta-arrestin recruitment, primary screen, cell-based, luminescence, 7a,25-OHC stimulation, uHTS; 7a,25-OHC stimulated; inhibition, % at 5 µM; actives 0.81% (n = 360,000); G-protein coupled receptor 183 (Homo sapiens), P32249; in the data active means inhibition above about 38%;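 further: enzyme fragment complementation signal reports receptor beta-arrestin coupling in cells; 0% = agonist plus DMSO wells and 100% = wells without agonist; some results beyond the cut were filed as inactive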
Target sequence (P32249 whole entry, looked up, the tested form may be a part): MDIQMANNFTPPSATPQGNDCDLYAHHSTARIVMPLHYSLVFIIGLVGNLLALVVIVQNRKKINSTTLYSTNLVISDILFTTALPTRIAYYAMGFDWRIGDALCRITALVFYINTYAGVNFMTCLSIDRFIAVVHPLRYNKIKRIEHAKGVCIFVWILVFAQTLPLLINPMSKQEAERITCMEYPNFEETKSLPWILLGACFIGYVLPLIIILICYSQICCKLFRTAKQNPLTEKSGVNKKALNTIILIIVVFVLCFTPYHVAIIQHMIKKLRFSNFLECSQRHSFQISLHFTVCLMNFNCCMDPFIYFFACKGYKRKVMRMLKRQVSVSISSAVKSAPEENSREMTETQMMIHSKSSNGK
The depositor's hits bear a star. A portion of the library; the hit share may differ from the screen's.

CXCR6 block	CCR6 antagonist	EBI2 antag	SMILES
8	19	-5	O=C1C=CC(=O)N1c1ccc2ccccc2c1
7	-5	-9	O=C(NOCc1cscn1)Nc1ccccc1
-12	0	0	C=CCOc1c(OC)cc(/C=N/Nc2cccc(C(=O)O)c2)c(Br)c1Br
-10	-16	-15	CC(=O)Nc1c(Cl)c2c(c(Cl)c1Br)-c1ccc(Cl)cc1C2
11	17	20	COc1cc(Cl)c(C)cc1NC(=O)c1ccccc1NC(=O)CN1CCN(c2ccccn2)CC1
-7	13	2	O=C(CCCOc1ccc(Cl)cc1Cl)Nc1cc(S(=O)(=O)N2CCOCC2)ccc1N1CCOCC1
-1	-4	1	CC(=O)OCC=C1CCC2C3CCC4=CC(=O)CCC4(C)C3C(O)CC12C (configuration not stated)
0	-2	-6	COc1ccc(NC(=O)CSc2nnc(-c3cccnc3)n2Cc2ccco2)c(OC)c1
-12	-5	-6	CC(C=NNc1ccc([N+](=O)[O-])cn1)=Cc1ccccc1
8	-1	-3	COC(=O)CCCNC(=O)CCc1nnc(-c2ccc(-c3ccccc3)cc2)o1
8	10	-10	C[C@H]1CCC/C=C/[C@@H]2C[C@H](O)C[C@H]2[C@H](O)[C@H](S(=O)c2ccc(O)cc2)CC(=O)O1 (some centres not stated)
-6	-11	-9	CCSc1nc2c([nH]1)c(=O)n(C)c(=S)n2C
-2	-2	4	Cc1ccc(C2OCC(C)([N+](=O)[O-])CO2)cc1 (configuration not stated)
5	13	-3	N#CCCN(Cc1cccnc1)C(=S)Nc1ccccc1Cl
-3	6	-3	CC(=O)OCC(=O)C1(O)CCC2C3CC(C)C4=CC(=O)C=CC4(C)C3=CCC21C (configuration not stated)
-4	8	6	CCOC(OCC)c1nc(N)[nH]c(=O)c1CCCCc1ccccc1
1	2	-10	CC(C)C[C@@H](CNCC(=O)[C@H](C)NC(=O)c1[nH]cnc1C(=O)N[C@@H](C)CN)NC(=O)c1nc[nH]c1C(=O)N[C@@H](CC(=O)O)C(=O)O
1	2	0	CC(=O)NC1CCC(=O)C=C1c1ccccc1 (configuration not stated)
14	34	1	Cc1[nH][nH]c(=O)c1C(c1cc([N+](=O)[O-])ccc1O)c1c(C)[nH][nH]c1=O
0	14	9	O=C1c2ccccc2-c2c1c1ccccc1c(=O)n2-c1ccccc1
3	3	-7	Cn1c(SCc2ccccc2)nccc1=O
5	11	10	COCCN(CC(=O)Nc1ccccc1C(F)(F)F)C(=O)/C=C/c1cc(Cl)c2c(c1)OCCO2
-1	1	2	CCCCCC1CC(=O)NC1(C(=O)OCC)C(=O)OCC (configuration not stated)
0	10	-8	Cc1nccn1-c1c2c(c(C#N)c3nc4ccccc4n13)CCCC2
7	18	3	O=C1C=CC(=Nc2ccc3c(c2)C(=O)c2ccccc2-3)O1
-5	2	-4	O=[N+]([O-])c1cccc(COc2ccc(CN3CCOCC3)cc2)c1
-3	10	-8	COc1ccc(CNS(=O)(=O)CCNCc2ccccc2OC)cc1
-10	8	11	O=CN(CCNc1ccccc1)c1ccccc1
0	2	2	CCOc1ccccc1OCCCC(=O)Nc1ccc(S(=O)(=O)Nc2cc(C)nc(C)n2)cc1
0	6	9	O=C(O)c1cccc(S(=O)(=O)N(Cc2ccccc2)c2ccccc2Cl)c1

Looked up above:
Under EBI2 antag, Cc1[nH][nH]c(=O)c1C(c1cc([N+](=O)[O-])ccc1O)c1c(C)[nH][nH]c1=O reads 1
Under CCR6 antagonist, CC(=O)OCC(=O)C1(O)CCC2C3CC(C)C4=CC(=O)C=CC4(C)C3=CCC21C (configuration not stated) reads 6
Under EBI2 antag, COc1ccc(CNS(=O)(=O)CCNCc2ccccc2OC)cc1 reads -8
Under EBI2 antag, COC(=O)CCCNC(=O)CCc1nnc(-c2ccc(-c3ccccc3)cc2)o1 reads -3
Under EBI2 antag, COCCN(CC(=O)Nc1ccccc1C(F)(F)F)C(=O)/C=C/c1cc(Cl)c2c(c1)OCCO2 reads 10
Under CXCR6 block, CC(C=NNc1ccc([N+](=O)[O-])cn1)=Cc1ccccc1 reads -12

Next entries.
CXCR6 block	CCR6 antagonist	EBI2 antag	SMILES
1	10	6	CCCCn1cnc2c(SCc3ccccc3)nc(N)nc21
-15	-11	-12	CCOC(=O)C1=C(COC(=O)c2cc(S(=O)(=O)N3CCOCC3)ccc2F)NC(=O)NC1C (configuration not stated)
-5	5	2	COc1cc(OC)cc(C(=O)NNC(=O)C(CCC(N)=O)NS(=O)(=O)c2ccc(Cl)cc2)c1 (configuration not stated)
-10	-25	-13	Cc1nn(-c2ncccn2)c2c1C(=O)CC(C)(C)C2Br (configuration not stated)
4	2	16	Cc1ccc(Nc2nnc(SCC(=O)NCc3ccco3)s2)cc1
0	7	1	CCN1C[C@@H]2[C@@H]3C(=O)N(C)C(=O)[C@@H]3[C@](Cc3ccccc3)(C1=O)N2C(=O)c1ccccc1
-6	-1	-9	CC(CCCN1CCCC1)Nc1ccnc2cc(Cl)ccc12 (configuration not stated)
-12	7	1	CCc1nnc(NC(=O)CSc2nnc(-c3cccnc3)n2CCc2ccccc2)s1
12	6	-3	CC(SC(C)C(=O)NN=Cc1c[nH]c2ccccc12)C(=O)NN=Cc1c[nH]c2ccccc12 (configuration not stated)
1	4	-2	CCCCn1c(N)c(N(CCC(C)C)C(=O)COC(=O)Cc2ccc(Cl)cc2)c(=O)[nH]c1=O
0	3	6	CCC1(C(N)=O)CC2C=CC1C2 (configuration not stated)
-9	5	-2	O=C(C=CC(=O)OC1CCCCC1)OC1CCCCC1
-5	-13	-9	O=C1NC[C@H](Cc2ccccc2)N(CC2CCN(CCC3CCCC3)CC2)C1=O
-5	8	6	COc1cc(COc2ccc(S(=O)(=O)N3CCOCC3)cc2[N+](=O)[O-])ccc1OC(F)F
-5	-10	-4	O=C(ONC(=O)C1CCCCC1C(=O)NOC(=O)c1ccccc1)c1ccccc1 (configuration not stated)
8	13	15	CC(=O)c1cccc(OCC(=O)N(CCC2=CCCCC2)c2c(N)n(Cc3ccccc3)c(=O)[nH]c2=O)c1
17	31	-2	Nc1cc2c(cc1[N+](=O)[O-])-c1ccccc1C2=NO
6	5	-2	CCc1ccc2c(c1)C(=O)CCC2
0	6	-4	CNC(=O)C1CC(=O)N(c2ccc(OCC(=O)Nc3ccc(F)cc3)cc2)C1 (configuration not stated)
3	-6	-12	C=CCOc1ccnc(-c2ccccc2)n1
3	18	-9	CN(CCc1ccccc1)C(=O)c1ccc(NC(=O)Cc2ccc(NC(=O)C3CCCN(C(=O)c4ccccc4)C3)cc2)cc1 (configuration not stated)
14	6	6	O=C(Cc1ccc([N+](=O)[O-])cc1)NCCc1ccc2c(c1)OCO2
3	5	3	COc1cccc(N2C(=O)CC(N3CCN(S(=O)(=O)c4ccccc4[N+](=O)[O-])CC3)C2=O)c1 (configuration not stated)
1	-1	-4	CN(C)c1nc(Cl)nc2c1nc(Cl)n2C1CCCCO1 (configuration not stated)
-3	-7	-1	CCN(C(=O)COC(=O)Cn1c(=O)oc2ccccc21)c1c(N)n(Cc2ccccc2)c(=O)[nH]c1=O
-7	21	20	c1ccc(-c2cnn3c(-c4ccccc4)c(-c4ccccc4)nc3n2)cc1
9	5	-13	Cc1noc(NS(=O)(=O)c2ccc(NC(=O)c3cc(S(=O)(=O)N(C)c4ccccc4)ccc3Cl)cc2)c1C
3	12	8	CC(OC(=O)C1=Cc2ccccc2OC1)C(=O)NCC1CCCO1 (configuration not stated)
10	8	-1	O=C(CCCN1C(=O)c2ccccc2C1=O)Nc1c2c(nc3c1CCC3)CCC2
-5	12	55*	COc1ccc(C(=O)c2sc3nc(C)cc(-c4cccs4)c3c2N)cc1OC

Arranged by SMILES length (smallest number first): some entries from above.
CXCR6 block	CCR6 antagonist	EBI2 antag	SMILES
0	3	6	CCC1(C(N)=O)CC2C=CC1C2 (configuration not stated)
-9	5	-2	O=C(C=CC(=O)OC1CCCCC1)OC1CCCCC1
17	31	-2	Nc1cc2c(cc1[N+](=O)[O-])-c1ccccc1C2=NO
-5	5	2	COc1cc(OC)cc(C(=O)NNC(=O)C(CCC(N)=O)NS(=O)(=O)c2ccc(Cl)cc2)c1 (configuration not stated)

Next records follow.
CXCR6 block	CCR6 antagonist	EBI2 antag	SMILES
4	9	7	Clc1ccc(-c2c(C3=NCCCN3)nnn2-c2ccc(Cl)cc2)cc1
-7	7	-3	CCN(C(=O)COC(=O)CCCc1nc2ccccc2s1)c1c(N)n(Cc2ccccc2)c(=O)[nH]c1=O
2	18	-9	CSCCC(NS(=O)(=O)c1ccc2ccccc2c1)C(=O)OCC(=O)c1ccc(C(C)C)cc1 (configuration not stated)
-5	12	-15	O=C(O)CCC1(CCC(=O)O)CCCC(CCC(=O)O)(CCC(=O)O)C1=O
8	0	3	CC(SC(C)C(=O)NN=Cc1cccc(Cl)c1)C(=O)NN=Cc1cccc(Cl)c1 (configuration not stated)
6	3	-3	COc1ccccc1CNS(=O)(=O)CCNC1CCCCC1
4	6	11	COc1cc(C)cc2c1OC(c1ccccc1)CC2=O (configuration not stated)
-8	-12	-7	CCCCn1c(N)c(N(CC(C)C)C(=O)Cc2ccc(S(=O)(=O)N3CCOCC3)s2)c(=O)[nH]c1=O
-6	-5	-12	CC(=O)Nc1ccc(S(=O)(=O)NCC2CC3CCC2C3)cc1 (configuration not stated)
-1	22	-7	CC(=O)NCCc1nc2ccccc2n1CCc1ccccc1
19	28	35	COc1cccc(C(=O)Oc2ccccc2/C=C\C(=O)c2cc3ccccc3o2)c1
2	19	0	CC12CCC(O)CC1=CCC1C2CCC2(C)C1CCC21CCC(=O)O1 (configuration not stated)
0	1	5	COc1cc2c(cc1OC)NC(=O)C2
-1	4	-8	CCOC(=O)C1CCN(CCCSc2ccc(C)cc2)CC1
-16	14	-8	O=C1C[C@@H]2c3c(cccc3CN1Cc1ccc(Cl)cc1)C[C@@H](O)[C@H]2O
0	7	6	CNC(=O)c1cn2c3c(ccc(Cl)c3c1=O)OC(C)C2 (configuration not stated)
13	32	2	O=C(/C=C/c1ccccc1)c1ccc(NC2=NCCCS2)cc1
-9	9	0	CC(O)(P(=O)(O)O)P(=O)(O)O
-2	0	-1	CCOC(=O)C1=NNC(C(=O)OCC)C1C(=O)OCC (configuration not stated)
20	32	14	CC(=O)c1sc(Nc2nc3cc4c(cc3s2)OCO4)nc1C
-4	-15	-18	CCOC(=O)c1c(NC(=O)c2cc(-c3ccc(Cl)s3)nc3ccccc23)sc(C(N)=O)c1C
-5	0	4	COc1ccccc1NS(=O)(=O)c1ccc(NC(=O)c2nc3ncccn3n2)cc1
-2	5	37	CCCC(=O)Nc1cc(OC)c(NC(=S)Nc2ccc(CC)cc2)cc1OC
-11	-3	3	COc1ccc(C2(OC)Oc3cc(OC)ccc3C(=O)C2(O)OC)cc1 (configuration not stated)
0	10	-9	CN(CCc1ccccn1)c1ccccc1
6	7	6	COc1ccc([N+](=O)[O-])cc1NC(=O)Cc1ccc(Cl)cc1
4	8	3	CC1CC(C)C(=O)C(C(CC2CC(=O)NC(=O)C2)OC(=O)CC(=O)c2ccccc2)C1 (configuration not stated)
0	28	15	CC1(C)Cc2c(sc3nnn(Cc4ccc(Cl)cc4)c(=O)c23)CO1
11	-7	8	Cc1cc(C)cc(OCC(=O)NNC(=O)c2cc3ccccc3oc2=O)c1
-3	3	-5	O=[N+]([O-])c1cccc(COc2cccc(CN3CCOCC3)c2)c1

Full records from above:
COc1ccc(C(=O)c2sc3nc(C)cc(-c4cccs4)c3c2N)cc1OC is listed as CXCR6 block = -5; CCR6 antagonist = 12; EBI2 antag = 55*
CC(=O)Nc1c(Cl)c2c(c(Cl)c1Br)-c1ccc(Cl)cc1C2 is listed as CXCR6 block = -10; CCR6 antagonist = -16; EBI2 antag = -15

(continued)
CXCR6 block	CCR6 antagonist	EBI2 antag	SMILES
-7	-29	23	Cc1ccc(N=C2SC(C(=O)Nc3ccc(OC(F)(F)F)cc3)C(N)=C2C(=O)Nc2c(C)cc(C)cc2C)cc1 (configuration not stated)
-2	8	-4	CN(C)c1ccc(C(c2ccc(N(C)C)cc2)C(O)c2ccccc2)cc1 (configuration not stated)
11	6	14	Cc1nc([N+](=O)[O-])c(Br)n1CC(=O)c1cccc([N+](=O)[O-])c1
2	20	-5	O=C(NC(=S)Nc1ccccc1N1CCCC1)c1ccccc1[N+](=O)[O-]
35*	78*	11	c1ccc2nc(NN=C3CCCCC3)ccc2c1
14	11	-6	O=C(O)c1ccc(Oc2nc3ccccc3s2)cc1
0	3	0	COc1ccc(C(=O)n2nc(-c3ccco3)nc2N)cc1OC
5	4	9	CC1CC(C)(C)OC(c2ccc(C(C)C)cc2)O1 (configuration not stated)
-2	1	-6	NC(N)=Nc1ccc(C=C2C=Cc3ccccc32)cc1
2	5	-21	Cc1[nH]nc(-c2cccnc2)c1N=NN(C)C
-2	17	-6	NC(=O)c1ncn([C@@H]2O[C@H](CNCc3c(OCc4ccccc4F)ccc4ccccc34)[C@@H](O)[C@H]2O)n1
-4	4	-11	CN1C[C@@H]2[C@@H]3C(=O)N(Cc4ccccc4)C(=O)[C@@H]3[C@](C)(C1=O)N2C(=O)c1ccc(C(C)(C)C)cc1
-1	6	1	C#CCN1C=CC(=O)[C@@H](OC(=O)NCCC)[C@H]1c1ccccc1Br
8	12	4	COc1cc(OC)c(-c2oc3ccccc3c(=O)c2O)c(OC)c1
5	11	-4	Cn1c(N)c(N=Cc2ccccc2)c(=O)n(C)c1=O
-6	4	4	Cc1ccc(Cn2c(C)c3cnn(CC(=O)NCCN4CCOCC4)c(=O)c3c2C)cc1
0	8	0	Cc1nc(-c2ccccc2)cn(O)c1=O
